Screens from PubChem BioAssay.
TexasRed fluor – Texas Red fluorescence interference in TRb-SRC2 counter-screen. TRb/SRC2 Texas Red total fluorescence interference. Potency, µM (highest dose often 106 µM), for inactives: at the highest dose fluorescence change, negative = quenching. AID 1479. 280,000 tested, 0.29% active; active = well fitted curve in either direction with a large enough effect; inconclusive = small, poorly fitted or top-dose-only effect; note: % is set by controls: 0 for no effect and ±100 for the full control effect
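Human TRβ ligand-binding domain (0.6 uM) and Texas Red SRC2 peptide (20 nM) in Tris buffer with 1 uM T3 and 5% DMSO were incubated with pinned compound for 5 hr at ambient temperature. Total fluorescence was computed as S + 2P (555/632 nm).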
JMJD2E inh – JMJD2E (human) inhibition. B2RXH2. JMJD2E catalytic domain, FDH-coupled NADH fluorescence (FDH is formaldehyde dehydrogenase). Potency, µM (doses to about 57.1 µM), without a hit: top-dose activity change, negative = inhibition, most hits filed as inhibitors. 230,000 tested, 1.6% active. AID 2147; active = well fitted inhibition curve with a large enough effect, not every such curve was filed as active; inconclusive = small, poorly fitted or top-dose-only effect, or another doubt; inactive = no such curve, though single readings can be large or run the other way;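 note: 0% = wells with enzyme and -100% = buffer wells without enzyme; nearly all actives have a fitted effect of over 50% in size; many of its hits are not listed in these tables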
ALDH1A1 inh – ALDH1A1 (human) enzyme inhibition. Purified ALDH1A1, NADH fluorescence, propionaldehyde substrate. Potency, µM (highest dose often 75.3 µM), for the others: at the highest dose activity, negative = inhibition, most hits filed as inhibitors. P00352. AID 1030. 220,000 tested, 7.3% active; active = well fitted inhibition curve with a large enough effect, not every such curve was filed as active; inconclusive = small, poorly fitted or top-dose-only effect, or another doubt; inactive = no such curve, though single readings can be large or run the other way;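 note: plate controls were no enzyme wells and a reference inhibitor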
Target sequence (P00352 whole entry, looked up): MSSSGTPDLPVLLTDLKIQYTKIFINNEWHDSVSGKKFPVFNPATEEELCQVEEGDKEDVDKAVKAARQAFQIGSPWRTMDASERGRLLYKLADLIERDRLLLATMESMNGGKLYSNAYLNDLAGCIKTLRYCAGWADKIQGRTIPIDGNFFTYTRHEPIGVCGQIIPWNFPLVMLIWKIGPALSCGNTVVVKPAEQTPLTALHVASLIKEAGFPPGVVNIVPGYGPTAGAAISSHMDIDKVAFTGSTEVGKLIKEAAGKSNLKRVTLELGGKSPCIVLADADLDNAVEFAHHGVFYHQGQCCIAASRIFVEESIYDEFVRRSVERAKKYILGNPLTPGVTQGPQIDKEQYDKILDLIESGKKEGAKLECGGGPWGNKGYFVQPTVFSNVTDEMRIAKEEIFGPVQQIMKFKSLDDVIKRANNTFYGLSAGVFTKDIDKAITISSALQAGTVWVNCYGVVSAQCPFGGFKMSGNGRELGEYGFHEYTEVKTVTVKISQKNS
LMNA splice mod – changes lamin A minigene splicing in HeLa cells | Potency, µM (series often up to 46.1 µM), inactives show top-dose ratio change, negative = inhibition, most hits filed as inhibitors | 200,000 tested, 0.01% active | HeLa LMNA splicing GFP/RFP minigene ratio, 48 h | AID 1487; active = well fitted inhibition curve with a large enough effect in the signal ratio, with a control signal flat, not every such curve was filed as active; inconclusive = small, poorly fitted or top-dose-only effect, or effect the other way, or a change in a side signal; the % refers to the signal ratio; note: % is set by controls: 0 for no effect and ±100 for the full control effect
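S3 HeLa cells stably expressing lamin A-EGFP splicing minigene plus DsRed2, 600 cells/well, 48 h compound exposure at 37C. Laser-scanning cytometry; analysed as GFP (500-530 nm)/RFP (575-640 nm) total intensity ratio; 0.5% DMSO vehicle.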
RGS12 GoLoco inh – RGS12 GoLoco-Gai1 interaction inhibition; 230,000 tested, 0.44% active; Potency, µM (top dose mostly 61.6 µM), for the others: at the highest dose activity, negative = inhibition, most hits filed as inhibitors; Gai1:RGS12 GoLoco peptide FP, rhodamine, 10 min; P63096; active = well fitted inhibition curve with a large enough effect, not every such curve was filed as active; inactive = no such curve, though single readings can be large or run the other way; note: % is set by controls: 0 for no effect and ±100 for the full control effect; nearly all actives have a fitted effect of over 30% in size; many of its hits are not listed in these tables
RECQ1 helicase – inhibitors of human RECQ1 DNA helicase. 240,000 tested, 0.54% active. AID 2549. Potency, µM (highest dose often 57.3 µM), inactives show at the top dose activity, negative = inhibition, hits mostly inhibitors. P46063. RECQ1 DNA unwinding, red fluorescence kinetic read;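 note: plate controls were vehicle for no effect and no enzyme for full effect; nearly all actives have a fitted effect of over 30% in size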
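50 nM RECQ1T1 preincubated 15 min with compound in Tris pH 8.0 buffer with MgCl2, DTT, Tween-20 and 2.5 ug/ml poly(dI-dC); started with 200 nM TAMRA/BHQ-2 forked duplex and 2 mM ATP. Unwinding read as fluorescence (525/598 nm), two reads 2 h apart.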
SMN2 splice enh – SMN2 splice variant enhancement; HEK293 SMN2-luciferase splicing reporter, luminescence, 30-36 h; Potency, µM (series often up to 46.1 µM), for inactives: at the highest dose activity change, positive = activation, usual class: activators; 210,000 tested, 2.8% active; AID 1458; note: % of control where 0% means no effect; nearly all actives have a fitted effect of over 55% in size
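HEK293 cells carry an SMN2 […]–luciferase reporter in which exon 7 inclusion puts luciferase in frame. Cells were plated 10-12 h before compound addition, then incubated 30-36 h at 37C. ONE-Glo luminescence was read; sodium butyrate at 4.5 mM final served as control.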
TRb-SRC2 inh – inhibitors of human thyroid hormone receptor beta-SRC2 interaction; P10828; TRbeta-SRC2 peptide binding, fluorescence polarization; receptor liganded with 1 µM T3; Potency, µM (top dose mostly 106 µM), for inactives: at the top dose activity change, negative = inhibition, hits mostly inhibitors; 280,000 tested, 0.065% active; AID 1469;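 note: plate controls were bound peptide for no effect and peptide without receptor for full effect; nearly all actives have a fitted effect of over 50% in size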
Target sequence (P10828 whole entry, looked up): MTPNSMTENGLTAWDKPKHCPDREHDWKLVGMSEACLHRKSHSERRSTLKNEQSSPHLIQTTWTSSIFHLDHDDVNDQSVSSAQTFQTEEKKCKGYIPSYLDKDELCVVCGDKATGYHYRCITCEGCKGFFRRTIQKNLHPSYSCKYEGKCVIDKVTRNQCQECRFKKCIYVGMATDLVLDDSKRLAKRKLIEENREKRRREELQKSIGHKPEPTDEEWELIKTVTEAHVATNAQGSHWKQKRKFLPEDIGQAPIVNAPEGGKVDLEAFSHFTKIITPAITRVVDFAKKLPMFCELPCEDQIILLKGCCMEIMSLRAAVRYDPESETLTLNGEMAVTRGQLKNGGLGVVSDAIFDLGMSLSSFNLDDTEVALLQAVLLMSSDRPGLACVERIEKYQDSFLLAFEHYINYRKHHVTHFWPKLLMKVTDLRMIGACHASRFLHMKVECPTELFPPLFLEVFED
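Quantitative HTS by FP: 0.6 uM TRb LBD, 20 nM labeled SRC2 20-mer, 1 uM T3, 5% DMSO; 5 hr ambient incubation; % activity per concentration and potencies from concentration series.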
* marks the source's active call; other numbers are inactive results; i = inactive; ? = inconclusive; · = no result given; & = joins results of further samples; [ ] = another dose, or the depositor's remark. Unless noted, calls come from the whole dose curve; as a rule, active = well fitted curve in the direction sought with a large enough effect; inconclusive = small, poorly fitted or top-dose-only effect, or another doubt; inactive = no such curve, though single readings can be large; an effect the other way counts as inactive or inconclusive. Potency is the fitted concentration of half-maximal effect.

Values run as follows: TexasRed fluor | JMJD2E inh | ALDH1A1 inh | LMNA splice mod | RGS12 GoLoco inh | RECQ1 helicase | SMN2 splice enh | TRb-SRC2 inh
COC(CNC(=O)c1ccc(-n2c(=S)[nH]c3ccccc3c2=O)cc1)OC
→ 0% | 0% | -3% | -5%[46 µM] | -6% | -13% | 5% | -5%
O=C(Nc1ccccc1N1CCN(c2ccccc2)CC1)c1cccc(F)c1
→ 0% | ? | -9% | ? | -4% | i | -11% | -7%
CCN1CCc2c(sc(NC(=O)CN3C(=O)c4ccccc4C3=O)c2C(N)=O)C1
→ 1% | 0% | 9% | · | 24% | i | 11% | 2%
C/C(O)=C(\N=Nc1cc(C)ccc1O)C(N)=O
→ 0% | -5% | ? | -13%[46 µM] | 5% | i | · | 0%
CCOc1ccc(S(=O)(=O)N(CC(=O)NCC(F)(F)F)Cc2ccco2)cc1
→ -7% | 5% | 3% | 1% | 11% | 1% | -3% | 4%
COC(OC)c1ccc(C#N)c(=O)[nH]1
→ -2% | ? | ? | 0%[46 µM] | 4% | -4% | 6% | -2%
CCOc1ccc(S(=O)(=O)Nc2ccccc2C(=O)N2CCCC2)cc1
→ 0% | -1% | -8% | · | -11% | i | -4% | -3%
CN(C)S(=O)(=O)c1ccc(C(=O)Nc2cc(=O)n(C)c(=O)n2C)cc1
→ -3% | 0% | ? | 5% | -1% | -4% | 0% | -1%
Cc1ccc(/C=C/C(=O)c2c(C)nc3ccccn23)cc1
→ -4% | 2% | -6% | ? | 10% | -6% | ? | 7%
CCC(C)[C@H](NC(=O)Nc1cccc(OC)c1)C(=O)OC (stereo not given in full)
→ -3% | -2% | 0% | 1% | 4% | -8% | -3% | -2%
COc1ccc(NC(=O)C2CCOC(C)(C)C2)cc1 (stereo not given)
→ -2% | -1% | -11% | · | 1% | -4% | · | 7%
CC(=O)Nc1ccc2c(c1)C(=O)N(c1cccc(C)c1)C2=O
→ 1% | 14% | · | · | 3% | -3% | · | -9%
COc1ccc(-c2c[n+](CC(=O)c3ccccc3)c3n2CCCCC3)cc1
→ -3% | 2% | · | · | -4% | 13% | · | 2%
Cc1ccc(C)c(Nc2c([N+](=O)[O-])cc(C(=O)N3CC(=O)Nc4ccccc43)cc2[N+](=O)[O-])c1
→ 1% | -4% | 9% | ? | 1% | i | -12% | -6%
CCOC(=O)Cc1c(C)nc2c(-c3cccc(Br)c3)cnn2c1C
→ 1%[53 µM] | 0% | ? | -8% | 10% | 4% | -10% | -1%[53 µM]
Cc1cccc(C)c1-n1c(C)nn(Cc2ccc([N+](=O)[O-])cc2)c1=O
→ -4% | 1% | ? | -8%[46 µM] | 6% | -13% | -6% | -12%
S=c1nc(-c2ccc(Br)cc2)[nH]c2ccccc12
→ 2% | -2% | 1% | · | 0% | i | · | -2%
CCn1cc(C(=O)N2CCN(C(=O)c3ccco3)CC2)c2cc(OC)c(OC)cc2c1=O
→ 1% | -5% | ? | -4% | 1% | 8% | 26% | 1%
O=c1/c(=C/c2ccco2)sc2nc(-c3ccccc3Br)nn12
→ ? | 25µM* | ? | -8% | 55%[activator] | 16µM* | -4% | -11%
c1cncc(CSc2nnc3ccc(-c4cccs4)nn23)c1
→ -3% | ? | -17% | · | -5% | 14% | -34%[inhibitor] | -13%

(continued)
Values run as follows: TexasRed fluor | JMJD2E inh | ALDH1A1 inh | LMNA splice mod | RGS12 GoLoco inh | RECQ1 helicase | SMN2 splice enh | TRb-SRC2 inh
CCCS(=O)(=O)N1CCCC(C(=O)c2cccc(Cl)c2)C1 (stereo not given)
→ -1% | -24% | -6% | 0%[46 µM] | -5% | -5% | · | -2%
CC(=O)c1cnc(-c2ccccc2Cl)s1
→ 0% | -19% | -4% | · | 13% | -4% | 6% | -5%
CCCCCCCCCCCCC/C=C/[C@@H](O)[C@H](CO)NC(=O)CCCCCCCCCCCCCCC
→ 1%&-3% | 0% | 7%&-15% | · | -2%&-17% | -1% | 5%&-6% | -2%&6%
Cn1c(=O)c2c(ncn2CC(O)CNc2ccc(Br)cc2)n(C)c1=O (stereo not given)
→ 1% | 5% | 4% | -14% | 7% | 0% | -13% | -5%
Cc1cc(C)c(-c2cc(NC(=O)COC(=O)c3ccc(CO)cc3)n(-c3ccccc3)n2)cc1C
→ -1%[53 µM] | -2% | -4% | -12% | 3% | 4% | · | -2%[53 µM]
CCOC(=O)c1cc(C(=O)OCC)c(=O)[nH]c1N1CCCCC1
→ -1% | 1% | 3% | ? | -5% | -13% | 5% | -3%
CS(=O)(=O)N1CCN(CC2CC3C=CC2C3)CC1 (stereo not given)
→ -6% | ? | -4% | 13% | -3% | -10% | -16% | 0%
Cc1cc(C)cc(NC(=S)/C(=C(\[O-])c2ccc(Cl)cc2Cl)[n+]2ccccc2)c1
→ -2% | -12% | ? | -19%[46 µM] | 42%[activator] | i | -24% | 9%
Cc1ccc(Nc2nc(N)nc(CN3CCN(c4ccccc4F)CC3)n2)cc1
→ -4% | -9% | 32µM* | -6% | 8% | i | -10% | 5%
Cc1cc(C)n2cc(CSC3=NCCS3)nc2n1
→ 1% | ? | ? | 0% | 9% | i | -13% | -16%
CCC(=O)N1CCN(C(=O)CC)C1c1ccccc1
→ 2% | 0% | -3% | 2% | 6% | i | -4% | -28%
C=CCc1ccccc1OCC(O)CN(C(C)C)C(C)C (stereo not given)
→ -1% | -5% | 10% | -3% | -1% | -2% | -3% | -20%
COc1ccccc1NC(=O)N1CCc2c([nH]c3ccccc23)C1C(F)(F)F (stereo not given)
→ -4% | -7% | -11% | · | -14% | -15% | · | 1%
CC1(C)Cc2c(C#N)c(NCCN3CCOCC3)nc(-c3ccco3)c2CO1
→ -7% | ? | ? | 8% | 7% | -4% | 1% | -2%
Cc1cc(N2C(=O)C(O)=C(C(=O)c3cccs3)C2c2ccc(F)cc2)no1 (stereo not given)
→ -2% | -2% | · | · | 1% | i | · | -4%
CCc1ccccc1N(CC)C(=O)c1cn(CC)c(=O)c2cc(OC)c(OC)cc12
→ 0% | -6% | 2% | ? | 8% | i | -1% | -11%
CC(NC(=O)CSc1cccc(C(F)(F)F)c1)c1ccccc1 (stereo not given)
→ 1% | 2% | -6% | 3% | 10% | i | -18% | -7%
O=C(NCc1ccc2c(c1)OCO2)c1cccs1
→ 2% | -4% | 9% | 1% | -9% | 0% | -4% | 0%
COc1ccc(-c2nnn(CC(=O)N(CCCN3CCOCC3)C(C(=O)NC3CCCC3)c3ccco3)n2)cc1 (stereo not given)
→ -1%[53 µM] | 0% | 7% | ? | 15% | i | · | 1%[53 µM]
COCC(C)NC(=O)CSc1nc2nn(-c3ccccc3)c(=O)c-2c2n1CCCCC2 (stereo not given)
→ -3% | 8% | -5% | -11%[46 µM] | 2% | i | 6% | 1%

The list continues.
Values run as follows: TexasRed fluor | JMJD2E inh | ALDH1A1 inh | LMNA splice mod | RGS12 GoLoco inh | RECQ1 helicase | SMN2 splice enh | TRb-SRC2 inh
CCCCNC(=O)n1c(=O)oc2ccc(Cl)cc21
→ 2% | 7% | 8% | -4%[0.0737 µM] | -4% | -8% | -2% | 8%
Cc1ccc(S(=O)(=O)NCC(=O)N(CC(=O)NCc2ccccc2)CC2CCCO2)cc1 (stereo not given)
→ 3% | -2% | -9% | -2% | -8% | 13% | 1% | -1%
Cn1cccc/c1=N\c1cccc[n+]1C
→ -4% | ? | · | · | -28% | 3% | · | 3%
O=C(CSc1nnc2ccc(-c3ccncc3)nn12)N1CCCCC1
→ 0% | 3% | -10% | 22%[46 µM] | -1% | 11% | -6% | 10%
COc1cc(/C=C/C(=O)O)ccc1OCc1cnc(Cl)s1
→ -3% | ? | -5% | · | 5% | -1% | 9% | -7%
O=C(CNC(=O)c1ccncc1)N/N=C/c1ccccn1
→ 1% | -7% | -3% | · | -15% | 0% | -14% | 3%
CCOC(=O)C1C(=O)NC(c2ccccc2)=NC1c1ccc(OC)cc1 (stereo not given)
→ -3% | 0% | ? | · | 5% | -11% | 13% | -7%
O=c1nc2ccccc2c2n1CC(CN1CCN(c3cccc(Cl)c3)CC1)N2 (stereo not given)
→ -1% | -12% | 13% | 12% | -4% | -2% | -11% | 1%
CCCCCOc1ccccc1C(=O)NCCCC(=O)O
→ -2% | 2% | 1% | 3% | · | -7% | · | -17%
CC(C)Nc1nc(NC(C)C)nc(Oc2ccc(/C=N/O)cc2)n1
→ 1% | -1% | 13% | 3% | · | 10% | · | 4%
COC(=O)C1=C(C)NC(C)=C(C(=O)OCCN(C)Cc2ccccc2)C1c1cccc([N+](=O)[O-])c1 (stereo not given)
→ -9%&-2%&-1%&1%&-6% | ? | -11%&-9%&-6%&-7%&-5% | ? | -15%&8%&-2%&7%&-6% | -14%&-12%&-5%&-18%&-21% | -21%&1%&-36%&-22%&-11% | -2%&-5%&-5%&2%&-3%
O=C(CC1CCCCC1)Nc1ncn[nH]1
→ -3% | -2% | -5% | -7% | 5% | 24% | -4% | -18%
CCOC(=O)C(NC(=O)c1ccccc1)(OCc1ccc(F)cc1)C(F)(F)F (stereo not given)
→ 3% | 1% | 12% | -2% | 11% | -5% | -1% | 5%
CN1C(=O)/C(=C/C=C2\SCCN2C)SC1=S
→ -3% | -3% | ? | -17% | 12% | -8% | 2.5µM* | 9%
Cc1cccc(C(=O)NC2CCN(CC(=O)N3CCOCC3)CC2)c1
→ 4% | 7% | 3% | 8% | 6% | -9% | -11% | 4%
CC(=O)NC(CCS(C)(=O)=O)C(=O)Nc1cccc2ccccc12 (stereo not given)
→ -1% | -1% | -9% | -5% | 2% | -5% | 0% | 2%
Cc1ccc(C(=O)Nc2ccnc(-c3ccncc3)n2)cc1
→ -2% | 1% | 4% | -3%[9.22 µM] | 0% | i | 7% | -5%
C=C(C)c1nc2cc(OC)c(OC)cc2c(=O)o1
→ -2% | -3% | -8% | -10% | 39% | -7% | ? | -5%
CC(C)(C)OC(=O)N1CCCN(C(=O)Nc2cccc(Cl)c2)CC1
→ 0% | -12% | · | · | -3% | 0% | · | 1%

Not all compounds are listed; the hit share may differ from the screen's.
